# CHO-K1 Ca antag – M1 antagonist counterscreen hit in parental CHO-K1 cells. inhibition, % at 3 µM. hit rate 0.6% among 360,000. ATP-induced calcium, Fluo-8 fluorescence. AID 602250;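 active = inhibition above a per-plate cutoff, the plate's mean sample inhibition plus 3 SD, cut at about 24% in these data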;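 note: 0% = DMSO plus EC80 ATP and 100% = DMSO alone without ATP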
# M5 ag – human M5 muscarinic receptor agonists, primary screen, CHO-K1 cells, Fluo-8 calcium fluorescence | CHO-K1 hM5 cells; 0% DMSO wells, 100% maximal acetylcholine response | activation, % at 3 µM | hit rate 0.19% among 360,000;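 active = activation above the run's mean over test compounds plus 3 SD, cut at about 23% in these data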;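 note: signal is peak over basal fluorescence ratio across the kinetic read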
# Target sequence (P08912 whole entry, looked up): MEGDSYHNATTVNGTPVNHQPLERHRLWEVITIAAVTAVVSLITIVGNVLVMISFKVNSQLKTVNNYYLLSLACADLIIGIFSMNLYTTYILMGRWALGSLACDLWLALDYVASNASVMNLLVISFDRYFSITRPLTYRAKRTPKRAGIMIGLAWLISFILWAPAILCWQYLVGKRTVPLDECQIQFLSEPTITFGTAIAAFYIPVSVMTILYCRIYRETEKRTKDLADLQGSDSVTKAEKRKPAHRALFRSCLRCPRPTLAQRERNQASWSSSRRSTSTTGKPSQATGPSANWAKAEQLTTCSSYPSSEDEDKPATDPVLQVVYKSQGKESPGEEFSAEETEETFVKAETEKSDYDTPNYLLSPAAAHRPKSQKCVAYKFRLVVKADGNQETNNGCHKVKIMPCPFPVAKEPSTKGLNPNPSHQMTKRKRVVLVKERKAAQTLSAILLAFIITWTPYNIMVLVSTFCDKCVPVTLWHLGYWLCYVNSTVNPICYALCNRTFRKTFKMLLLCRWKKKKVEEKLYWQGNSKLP
# M1 PAM parental – nonselective calcium activators in parental CHO-K1 cells, primary screen, counter-screen for M1 PAM project, cell-based, Fluo-8 calcium fluorescence, full deck, 1536-well. hit rate 0.02% among 360,000. activation, % at 3 µM. ATP EC20; 0% at ATP EC20, 100% at ATP max;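 active = activation above the run cutoff, the mean activation of all test compounds plus 3 SD, cut at about 40% in these data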;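 note: peak over basal fluorescence ratio in a 140 s read after ATP addition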
# CHRM4 agonist – human M4 muscarinic receptor agonists, primary screen, CHO-K1 cells, Fluo-8 calcium fluorescence; CHO-K1 hM4/Gqi5; vehicle 0%, full acetylcholine response 100%; activation, % at 3 µM; hit rate 0.14% among 360,000; AID 624127, 2012;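 active = activation above the run mean over all test wells plus 3 SD, cut at about 32% in these data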;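 note: peak over basal fluorescence ratio per well then scaled between controls; 0% = DMSO wells and 100% = acetylcholine at EC100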
# Target sequence (P08173 whole entry, looked up): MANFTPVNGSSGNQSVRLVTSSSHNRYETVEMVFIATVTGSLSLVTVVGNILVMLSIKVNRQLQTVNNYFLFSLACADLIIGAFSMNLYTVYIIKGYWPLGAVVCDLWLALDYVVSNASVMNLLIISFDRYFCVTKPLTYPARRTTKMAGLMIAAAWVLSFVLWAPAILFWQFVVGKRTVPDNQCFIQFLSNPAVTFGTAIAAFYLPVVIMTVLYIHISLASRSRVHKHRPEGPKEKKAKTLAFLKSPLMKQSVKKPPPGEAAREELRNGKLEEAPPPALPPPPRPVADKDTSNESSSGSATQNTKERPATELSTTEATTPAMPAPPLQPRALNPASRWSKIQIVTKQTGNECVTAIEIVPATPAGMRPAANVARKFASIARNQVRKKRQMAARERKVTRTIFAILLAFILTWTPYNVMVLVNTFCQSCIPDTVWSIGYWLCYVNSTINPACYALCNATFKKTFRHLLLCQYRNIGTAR
# M1 ag parental – counter-screen for M1 agonists: effect in parental CHO-K1 cells | Fluo-8 calcium fluorescence; scaled to maximal ATP response, vehicle zero | activation, % at 3 µM | hit rate 0.48% among 360,000; in the data active = activation above about 15%;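 note: untransfected CHO-K1 host cells lacking M1 receptor as counterscreen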
# M4 PAM – human M4 muscarinic receptor positive allosteric modulators, primary screen, CHO-K1 cells, Fluo-8 calcium fluorescence | Muscarinic acetylcholine receptor M4 (Homo sapiens), P08173 | CHO-K1 hM4/Gqi5, ACh EC20; 0% = ACh EC20, 100% = maximal ACh | activation, % at 3 µM | hit rate 0.4% among 360,000;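 active = activation above its plate's cutoff, the mean activation of sample wells plus 3 SD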; note: some results filed as inactive read as strong as hits
# CHRM4 antagonist – human M4 muscarinic receptor antagonists, primary screen, CHO cells, Fluo-8 calcium fluorescence; Muscarinic acetylcholine receptor M4 (Homo sapiens), P08173; CHO-hM4 cells, ACh EC80; inhibition, % at 3 µM; hit rate 0.73% among 360,000;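 active = inhibition above its plate's cutoff, the mean inhibition of sample wells plus 3 SD, cut at about 27% in these data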;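 note: 0% = acetylcholine EC80 with DMSO and 100% = DMSO without agonist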
# M5 PAM – human M5 muscarinic receptor positive allosteric modulators, primary screen, CHO-K1 cells, Fluo-8 calcium fluorescence. Muscarinic acetylcholine receptor M5 (Homo sapiens), P08912. CHO-K1 hM5, ACh EC20 PAM; 0% = ACh EC20, 100% = ACh EC100. activation, % at 3 µM. hit rate 0.3% among 360,000. AID 624038, 2012;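 active = activation above the run cutoff, the mean activation of all test compounds plus 3 SD, cut at about 18% in these data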
#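 System – CHO-K1 hM5 cells · Compound – 3 µM, single dose · Incubation – compound preincubation 140 s before EC20 acetylcholine addition · Technique – Fluo-8 calcium fluorescence · Measure – Max/basal fluorescence ratio as % of EC20–EC100 ACh window · Benchmarks – low control EC20 acetylcholine (0%), high control EC100 acetylcholine (100%) · Replication – singlicate, one well per test compound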
# CHRM5 antagonist – human M5 muscarinic receptor antagonists, primary screen, CHO cells, Fluo-8 calcium fluorescence; Muscarinic acetylcholine receptor M5 (Homo sapiens), P08912; CHO-hM5 cells, ACh EC80; inhibition, % at 3 µM; hit rate 0.59% among 360,000; AID 624040, 2012;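 active = inhibition above a per-plate cutoff, the mean of that plate's test compounds plus 3 SD, cut at about 27% in these data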;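 note: 0% = acetylcholine EC80 with DMSO and 100% = DMSO without agonist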
# * = called active by the depositor; . = not tested or not shown.
1: COc1ccc(CCNC(=O)c2c(C)nc3ccccn23)cc1OC
2: CCO[C@@H]1OC(C(=O)N2CCN(C)CC2)=C[C@H](c2csc3ccccc23)[C@H]1CCCO
3: COC(=O)C[C@@H]1CC[C@H](NC(=O)CC2CC2)[C@@H](CO)O1
4: CCOC(=O)CN1CC23C=CC(O2)C(C(=O)Nc2ccc(OCC)cc2)C3C1=O (stereo unspecified)
5: CSc1ncc(C(=O)Nc2ccc(C(C)=O)cc2)c(-c2ccccc2)n1
6: CNC(=O)NC(=O)CSc1ncc(C(F)(F)F)cc1Cl
7: O=S1(=O)C[C@@H](O)[C@@H](Nc2ccc(Cl)cc2)C1
8: COC1OC2COC(c3ccccc3)OC2C2OC(c3ccccc3)OC12 (stereo unspecified)

assay / entry	1	2	3	4	5	6	7	8
CHO-K1 Ca antag	-3	-16	.	4	-3	-1	13	-9
M5 ag	7	1	1	1	-2	0	2	0
M1 PAM parental	2	23	.	-4	3	1	-4	-5
CHRM4 agonist	3	0	0	1	0	0	2	0
M1 ag parental	0.4	1.2	.	-0.1	0.3	0.3	-0.1	0.0
M4 PAM	13	4	3	1	-3	3	4	8
CHRM4 antagonist	-6	-12	14	11	8	4	-1	-21
M5 PAM	13	9	6	-1	-1	-7	5	-2
CHRM5 antagonist	-7	4	1	2	14	0	-3	-2

# Random excerpt: two entries already listed, in no set order.
8: COC1OC2COC(c3ccccc3)OC2C2OC(c3ccccc3)OC12 (stereo unspecified)
4: CCOC(=O)CN1CC23C=CC(O2)C(C(=O)Nc2ccc(OCC)cc2)C3C1=O (stereo unspecified)

assay / entry	8	4
CHO-K1 Ca antag	-9	4
M5 ag	0	1
M1 PAM parental	-5	-4
CHRM4 agonist	0	1
M1 ag parental	0.0	-0.1
M4 PAM	8	1
CHRM4 antagonist	-21	11
M5 PAM	-2	-1
CHRM5 antagonist	-2	2

# Additional compounds.
9: Cc1cccc(NC(=O)CCNC(=O)c2ccco2)c1
10: COCCNC(=O)CN(Cc1cccs1)C(=O)CCC(=O)Nc1nccs1
11: FC(F)Oc1ccc(NC(=S)Nn2cnnc2)cc1
12: O=C(c1ccc(F)cc1)C1CCN(S(=O)(=O)c2ccccc2)CC1
13: C=CCN1c2ccccc2C(=O)CS1(=O)=O
14: O=C(Cn1nnc(-c2ccccc2NC(=O)c2ccccc2F)n1)NC1CCCC1
15: Cc1csc(C(=O)O)c1NC(=O)c1ccc(F)cc1
16: Cc1ccc(C(=O)NCC(=O)OCC(=O)NC2CCCC(C)C2C)s1 (stereo unspecified)

assay / entry	9	10	11	12	13	14	15	16
CHO-K1 Ca antag	21	-2	-10	-4	-5	18	7	-2
M5 ag	-1	-2	1	-1	0	2	-2	2
M1 PAM parental	-15	24	18	6	-10	-15	-10	7
CHRM4 agonist	1	1	1	5	2	0	1	0
M1 ag parental	0.3	1.9	0.3	6.0	-0.4	0.0	-0.6	-0.1
M4 PAM	3	5	-2	-13	8	1	0	-2
CHRM4 antagonist	4	-2	7	4	-8	4	-13	10
M5 PAM	2	4	4	-5	-8	-3	-3	5
CHRM5 antagonist	-1	4	-1	2	9	4	12	4

17: CC(=O)N1CCc2ccc(S(=O)(=O)N3CC(C)OC(C)C3)cc21 (stereo unspecified)
18: Cc1cc(C(=O)OCC(=O)Nc2cccnc2Cl)c2ccccc2n1
19: COc1ccc(CCNc2ccc(N3C(=O)CC(C)C3=O)cc2[N+](=O)[O-])cc1 (stereo unspecified)
20: CSCC[C@H](NC(=O)OC(C)(C)C)C(=O)N/N=C/c1ccc2nccnc2c1
21: CN1CCN(S(=O)(=O)c2ccc3c(c2)oc(=O)n3C)CC1
22: N#Cc1ccc(OCC(=O)NCC2COc3ccccc3O2)cc1 (stereo unspecified)
23: CC(=O)Nc1ccc(NC(=O)COc2ncnc3ccccc23)cc1
24: O=C(CN1C(=O)CCC1=O)NC(=O)NC1CCCC1

assay / entry	17	18	19	20	21	22	23	24
CHO-K1 Ca antag	-13	-13	4	-6	-4	3	-15	-8
M5 ag	1	2	0	1	0	0	0	-2
M1 PAM parental	11	24	8	14	2	4	21	6
CHRM4 agonist	1	6	9	1	1	1	0	1
M1 ag parental	0.7	3.8	4.5	0.9	2.2	0.6	2.1	0.8
M4 PAM	10	-4	-10	-10	-2	1	-2	13
CHRM4 antagonist	4	5	-2	-4	7	5	-3	25
M5 PAM	5	0	2	0	-6	-7	5	-5
CHRM5 antagonist	-2	7	5	7	2	12	2	3

# Rewritten as tab-separated lines: five of the compounds above
entry	molecule	CHO-K1 Ca antag	M5 ag	M1 PAM parental	CHRM4 agonist	M1 ag parental	M4 PAM	CHRM4 antagonist	M5 PAM	CHRM5 antagonist
23	CC(=O)Nc1ccc(NC(=O)COc2ncnc3ccccc23)cc1	-15	0	21	0	2.1	-2	-3	5	2
22	N#Cc1ccc(OCC(=O)NCC2COc3ccccc3O2)cc1 (stereo unspecified)	3	0	4	1	0.6	1	5	-7	12
20	CSCC[C@H](NC(=O)OC(C)(C)C)C(=O)N/N=C/c1ccc2nccnc2c1	-6	1	14	1	0.9	-10	-4	0	7
24	O=C(CN1C(=O)CCC1=O)NC(=O)NC1CCCC1	-8	-2	6	1	0.8	13	25	-5	3
17	CC(=O)N1CCc2ccc(S(=O)(=O)N3CC(C)OC(C)C3)cc21 (stereo unspecified)	-13	1	11	1	0.7	10	4	5	-2

# (continued)
25: CCC(CO)Nc1ccc(-c2nn(C)c(=O)c3ccccc23)cc1[N+](=O)[O-] (stereo unspecified)
26: COc1ccccc1Oc1ccc(N/C=C/C(=O)c2ccc(C)o2)cc1
27: COc1cccc(-c2nn(-c3ccccc3)cc2/C=C(\C#N)C(=O)NCCCn2ccnc2)c1
28: O=C(Nc1ccnn1C1CCN(CCCC2CCCC2)CC1)c1ccccc1Cl
29: CC(=O)Nc1c(C(=O)N2CCOCC2)sc2nc3c(cc12)COC(C)(C)C3
30: CC1CCCCC1NC(=O)C1CCC(CNS(=O)(=O)c2ccccc2)CC1 (stereo unspecified)
31: CCOc1ccc(N(C(=O)c2snc(C(N)=O)c2N)C(C(=O)NCC2CCCO2)c2ccco2)cc1 (stereo unspecified)
32: CCN(CC(=O)NCc1ccc(Cl)cc1)C(=O)c1cc(S(=O)(=O)N2CCOCC2)ccc1C

assay / entry	25	26	27	28	29	30	31	32
CHO-K1 Ca antag	-7	-14	3	-4	3	-3	-21	-6
M5 ag	-5	-1	-2	-9	2	-1	-1	0
M1 PAM parental	9	25	-1	-2	-15	2	-1	-10
CHRM4 agonist	1	4	4	6	4	1	2	1
M1 ag parental	0.3	3.1	0.5	4.6	0.2	0.4	-0.1	0.2
M4 PAM	10	-2	-8	-9	2	8	4	12
CHRM4 antagonist	-10	-12	-2	0	-2	-6	-17	4
M5 PAM	10	0	-6	-5	2	-4	12	-3
CHRM5 antagonist	-7	4	8	10	-7	4	-7	-1

33: Cc1cc2nc(-c3ccccc3)c(CC3CCCCC3)n2c(C)c1Br
34: Cc1cccc(-n2nnc(C(=O)NCc3ccccc3Cl)c2N)c1
35: CC(=O)Nc1ccc(S(=O)(=O)Nc2ccccn2)cc1
36: CCC(C)N1CCN(C(=O)C2CCN(S(=O)(=O)c3c(C)noc3/C=C/c3ccco3)CC2)CC1 (stereo unspecified)
37: Cc1ccc2occ(C(=O)c3ccco3)c(=O)c2c1
38: CN1CCN(CC(=O)Nc2cccc(S(=O)(=O)N(C)c3ccccc3)c2)CC1
39: O=C(NCc1ccccc1)c1ccccc1
40: O=C(Nc1ccnn1C1CCN(Cc2ccccn2)CC1)c1cccc(F)c1

assay / entry	33	34	35	36	37	38	39	40
CHO-K1 Ca antag	-1	-3	3	10	20	3	3	-17
M5 ag	3	0	0	-8	2	-4	-1	-5
M1 PAM parental	0	13	13	-18	-8	17	-5	16
CHRM4 agonist	0	2	0	0	0	2	2	1
M1 ag parental	0.5	0.4	0.8	-0.6	-0.9	0.1	0.4	0.4
M4 PAM	0	4	-1	-6	0	2	16	2
CHRM4 antagonist	-7	-8	0	6	-1	-1	-36	-12
M5 PAM	-14	4	0	1	0	1	6	1
CHRM5 antagonist	-2	8	-9	9	-5	-2	-3	8

41: CC(CCc1ccccc1)NC(=O)CSc1ccccc1 (stereo unspecified)
42: CCOC(=O)CC(=O)Nc1ccccc1C(=O)O
43: N#C/C(=C(/O)CN1CCOCC1)c1nc2ccccc2s1
44: O=C(CNC(=O)/C(=C\c1ccccc1)NC(=O)c1ccc(Br)cc1)OCc1ccccc1
45: CCc1cccc(CC)c1NC(=O)CCCSc1nc2ccccc2s1
46: CC12CCC(C(=O)NCc3ccccc3Cl)(CC1=O)C2(C)C (stereo unspecified)
47: O=C(NCC1CC1)NC(=O)c1c(F)cccc1Cl
48: CCCNCC1C(Oc2ccc(Cl)cc2Cl)C(=O)N1c1cccc(C)c1C (stereo unspecified)

assay / entry	41	42	43	44	45	46	47	48
CHO-K1 Ca antag	-8	7	8	11	6	-6	-12	3
M5 ag	-1	0	0	-5	-2	-2	0	0
M1 PAM parental	31	1	-5	-1	-10	11	16	-2
CHRM4 agonist	-1	1	0	0	4	1	0	11
M1 ag parental	0.5	-0.4	-0.1	1.0	1.6	0.3	1.0	1.3
M4 PAM	1	25*	11	11	-6	2	-2	4
CHRM4 antagonist	-2	-1	-1	-2	-11	1	7	-4
M5 PAM	3	-3	5	0	-11	-3	-2	0
CHRM5 antagonist	2	0	-1	-2	16	-3	5	7

49: CCOC(=O)CC[C@H](NC(=O)Cn1cnc2c(SC)nc(N)nc21)C(=O)OCC
50: Cc1nnc(SCC(=O)N2CCN(C(=O)c3ccco3)CC2)n1C
51: CCc1ccc(NC(=S)Nc2cccc(OC)c2)cc1
52: N#Cc1cccc(C(c2nnnn2C2CCCC2)N2CCC(Cc3ccccc3)CC2)c1 (stereo unspecified)
53: Cc1cc(=O)oc2cc(OCC(=O)c3ccccc3)ccc12
54: CCc1ccc(NC(=O)Nc2cccs2)cc1
55: CC(C)NC(=O)CSc1nc2ccccc2c(=O)n1CCCOC(C)C
56: O=C(Nc1ccccc1)Nc1cccc(C(F)(F)F)c1
57: COc1ccc(C)cc1S(=O)(=O)N1CCCCC1

assay / entry	49	50	51	52	53	54	55	56	57
CHO-K1 Ca antag	-20	-13	-6	6	-3	0	0	30*	-4
M5 ag	-1	1	0	-2	1	3	1	4	-2
M1 PAM parental	19	8	19	-4	10	6	-11	-11	5
CHRM4 agonist	0	2	0	1	3	12	2	16	0
M1 ag parental	1.1	0.7	0.2	0.4	0.1	5.8	-0.1	11	0.3
M4 PAM	-2	2	12	8	-5	10	0	-12	4
CHRM4 antagonist	3	0	-4	13	11	-7	0	3	7
M5 PAM	-2	4	1	-1	3	-10	-6	-17	5
CHRM5 antagonist	-1	-1	-2	-2	4	8	9	40*	4

# High-throughput results deposited in PubChem by The Scripps Research Institute Molecular Screening Center.
